BLM helicase inh – qHTS Assay for Inhibitors of Bloom's syndrome helicase (BLM); AID 2528, 2010; 350,000 compounds, 0.2% hits; Potency, µM (titrated, usually from 56.1 µM), inactives show at the highest dose activity change, negative = inhibition, hits mostly inhibitors; recombinant BLM DNA unwinding, fluorescence dequenching; RecQ-like DNA helicase BLM (Homo sapiens), P54132;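 note: plate controls were vehicle for no effect and no enzyme for full effect; nearly all actives have a fitted effect of over 35% in size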
JMJD2A Tudor – qHTS Assay for Inhibitors of JMJD2A-Tudor Domain; AlphaScreen JMJD2A-Tudor / H3K4me3 peptide binding; AID 504339, 2011; Lysine-specific demethylase 4A (Homo sapiens), O75164; 390,000 compounds, 4.4% hits; Potency, µM (titrated, usually from 114 µM), for inactives: at the top dose activity change, negative = inhibition, most hits filed as inhibitors; note: % is set by controls: 0 for no effect and ±100 for the full control effect; nearly all actives have a fitted effect of over 50% in size
G9a inh – qHTS Assay for Inhibitors of Histone Lysine Methyltransferase G9a. G9a H3K9 monomethylation, AlphaScreen, 2 h. Potency, µM (top dose mostly 102 µM), for the others: top-dose activity, negative = inhibition, hits mostly inhibitors. 350,000 compounds, 8.8% hits. AID 504332, 2011; note: % is set by controls: 0 for no effect and ±100 for the full control effect; nearly all actives have a fitted effect of over 75% in size
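Using a bead-based AlphaScreen, monomethylated H3K9 product from 2 h room-temperature reactions (G9a 20 nM, peptide 500 nM, SAM 20 uM) was detected with 0.5 ug/mL rabbit anti-H3K9me1 antibody.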
GLS inh – qHTS for Inhibitors of Glutaminase (GLS) | Glutaminase kidney isoform, mitochondrial (Homo sapiens), O94925 | GLS enzymatic activity, qHTS titration | Potency, µM (series often up to 45.5 µM), inactives show at the top dose activity change, negative = inhibition, most hits filed as inhibitors | 410,000 compounds, 0.21% hits; note: % is set by controls: 0 for no effect and ±100 for the full control effect
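Coupled fluorescence readout: glutamate oxidase/HRP/Amplex Red detect glutamate formed by hKGA from L-glutamine (1 mM solution added). Buffer 45 mM KH2PO4 pH 8.2, 0.02% Tween-20; reads at t0 and 30 min RT.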
Pin1 inh – qHTS Assay to Find Inhibitors of Pin1; Peptidyl-prolyl cis-trans isomerase NIMA-interacting 1 (Homo sapiens), Q13526; Pin1 FP peptide displacement, HiFluor488, 10 min; Potency, µM (doses to about 115 µM), inactives show at the top dose activity, negative = inhibition, actives largely listed as inhibitors; 390,000 compounds, 0.009% hits; AID 504891, 2011; active = well fitted inhibition curve with a large enough effect in the polarisation, with a control signal flat, not every such curve was filed as active; inconclusive = small, poorly fitted or top-dose-only effect, or effect the other way, or a change in a side signal; inactive = no such curve, though single readings can be large or run the other way; the % refers to the polarisation; note: % is set by controls: 0 for no effect and ±100 for the full control effect
Target sequence (Q13526 whole entry, looked up): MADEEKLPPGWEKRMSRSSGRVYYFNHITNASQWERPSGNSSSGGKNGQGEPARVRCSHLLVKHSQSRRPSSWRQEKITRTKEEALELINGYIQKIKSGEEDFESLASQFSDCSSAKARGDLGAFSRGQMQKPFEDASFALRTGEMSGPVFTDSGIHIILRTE
Pol iota inh – qHTS for Inhibitors of Polymerase Iota; DNA polymerase iota (Homo sapiens), Q9UNA4; Pol iota fluorescent replication assay, 10 min; Potency, µM (titrated, usually from 115 µM), for the others: at the highest dose activity, negative = inhibition, most hits filed as inhibitors; 390,000 compounds, 1% hits
Target sequence (Q9UNA4 whole entry, looked up): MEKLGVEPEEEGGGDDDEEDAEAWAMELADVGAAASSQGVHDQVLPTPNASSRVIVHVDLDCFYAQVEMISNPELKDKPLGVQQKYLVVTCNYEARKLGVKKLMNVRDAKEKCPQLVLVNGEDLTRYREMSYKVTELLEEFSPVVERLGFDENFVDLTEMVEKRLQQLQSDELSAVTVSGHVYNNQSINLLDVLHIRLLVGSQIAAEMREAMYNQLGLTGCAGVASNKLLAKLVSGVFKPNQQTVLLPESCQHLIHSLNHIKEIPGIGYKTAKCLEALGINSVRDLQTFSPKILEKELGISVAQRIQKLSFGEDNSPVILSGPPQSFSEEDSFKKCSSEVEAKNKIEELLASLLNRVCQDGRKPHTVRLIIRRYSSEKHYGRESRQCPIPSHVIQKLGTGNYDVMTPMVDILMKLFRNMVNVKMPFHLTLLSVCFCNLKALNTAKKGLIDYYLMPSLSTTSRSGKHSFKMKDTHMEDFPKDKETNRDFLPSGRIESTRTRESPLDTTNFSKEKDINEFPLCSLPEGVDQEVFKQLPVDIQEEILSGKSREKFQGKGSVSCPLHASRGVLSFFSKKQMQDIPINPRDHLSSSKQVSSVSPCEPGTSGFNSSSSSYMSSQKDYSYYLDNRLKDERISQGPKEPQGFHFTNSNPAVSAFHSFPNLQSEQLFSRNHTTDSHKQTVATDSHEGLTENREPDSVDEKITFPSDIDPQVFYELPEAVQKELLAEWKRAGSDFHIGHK
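Fluorescent replication assay read twice, at 0 min and 10 min after adding 50 nM (final) substrate. Enzyme (10 nM) and compounds were first incubated 15 min at room temperature; enzyme-free buffer wells were negative controls.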
BAZ2B block – qHTS Assay for Inhibitors of BAZ2B; Bromodomain adjacent to zinc finger domain protein 2B (Homo sapiens), Q9UIF8; AlphaScreen BAZ2B-H3K14Ac peptide displacement; Potency, µM (series often up to 114 µM), for the others: at the highest dose activity change, negative = inhibition, actives largely listed as inhibitors; 360,000 compounds, 4.4% hits; note: % is set by controls: 0 for no effect and ±100 for the full control effect; nearly all actives have a fitted effect of over 60% in size
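Compounds, titrated to a top concentration of 110 uM, were incubated 30 min at room temperature with preformed BAZ2B/acetyl-K14 H3 peptide complex (50 nM each). Proximity signal was measured by AlphaScreen after 20 min with beads.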
Tb PGK inh – qHTS Assay to Find Inhibitors of Phosphoglycerate Kinase | Phosphoglycerate kinase, glycosomal (Trypanosoma brucei brucei), P07378 | PGK/GAPDH coupled, Kinase-Glo luminescence, 60 min | Potency, µM (doses to about 57.5 µM), without a hit: at the top dose activity change, negative = inhibition, most hits filed as inhibitors | 380,000 compounds, 0.043% hits; note: % is set by controls: 0 for no effect and ±100 for the full control effect; nearly all actives have a fitted effect of over 60% in size
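Luminescent ATP detection (Kinase-Glo Plus) follows a 60-minute room-temperature incubation, with wells lacking PGK as controls. Buffer: 100 mM TEA (pH 7.6), 5 mM MgCl2, 0.01% Tween-20. Coupling enzyme GAPDH (100 nM final) supplies unstable 1,3-BPG in-well.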
HP1b chromo inh – HTS for Inhibitors of HP1-beta Chromodomain Interactions with Methylated Histone Tails; Chromobox protein homolog 1 (Homo sapiens), P83916; AlphaScreen HP1-beta / biotin-H3K9me3 peptide binding; Potency, µM (highest dose often 114 µM), inactives show at the highest dose activity change, negative = inhibition, usual class: inhibitors; 390,000 compounds, 0.56% hits; AID 540317, 2011; note: nearly all actives have a fitted effect of over 70% in size; inactives centre near 23
Target sequence (P83916 whole entry, looked up): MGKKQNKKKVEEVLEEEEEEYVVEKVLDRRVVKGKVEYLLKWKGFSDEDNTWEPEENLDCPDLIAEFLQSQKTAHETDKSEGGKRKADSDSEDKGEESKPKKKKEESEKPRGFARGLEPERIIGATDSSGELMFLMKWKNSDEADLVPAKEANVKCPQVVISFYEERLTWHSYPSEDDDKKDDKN
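AlphaScreen: HP1-beta (50 nM) preformed 30 min with biotin-H3(1-18)K9me3 peptide (50 nM) in PBS pH 7.4, 0.01% Tween-20. Compound added for 30 min at RT, then streptavidin donor/nickel chelate acceptor beads (10 ug/mL) for 30 min.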
* hit, by the source's call; i = inactive; u = inconclusive; x = no result given; & = joins results of further samples; [ ] = remark or other dose. Unless noted, calls come from the whole dose curve; as a rule, active = well fitted curve in the direction sought with a large enough effect; inconclusive = small, poorly fitted or top-dose-only effect, or another doubt; inactive = no such curve, though single readings can be large; an effect the other way counts as inactive or inconclusive. Potency is the fitted concentration of half-maximal effect. These rows are one share of the data, so the mix of outcomes need not match the whole.

SMILES	BLM helicase inh	JMJD2A Tudor	G9a inh	GLS inh	Pin1 inh	Pol iota inh	BAZ2B block	Tb PGK inh	HP1b chromo inh
CS(=O)(=O)Cc1cc(Sc2ccccc2)nc(-c2ccncc2)n1	-1%	-13%	1%	3%	-3%	46%[activator]	-22%	-6%	-12%
O=C(COC(=O)c1cc[n+]([O-])cc1)NC(=O)c1ccc(OC(F)F)cc1	x	-19%	x	3%	-9%	17%	x	0%	26%
N#CCC1c2ccccc2CCN1C(=O)Nc1cccc(Cl)c1 (stereo unspecified)	-5%	-27%	10%[12.7 µM]	2%	-4%	-1%	5%	-2%	0%
CCCSc1nnc(NC(=O)Nc2ccccc2OC)s1	-1%	-5%	10%	-18%	0%	9%	-10%	i	57%[activator]
Cc1ccc(/C=C(\C#N)c2nc(-c3cc4c(ccc5ccccc54)oc3=O)cs2)cc1	-2%	-1%	-28%[59 µM]	15%	u	-27%	-1%	5%	29%
Cc1ccc(NC(=O)Cn2nnc(-c3nc(-c4ccncc4)no3)c2N)cc1	-22%	-13%	-30%[59 µM]	0%	0%	-16%	-17%	x	8%
COC(=O)CSc1cc(C)nc(SC)n1	-2%	8%	9%[59 µM]	1%	8%	21%	-4%	12%	43%[activator]
Cc1cc(N2CCCC2)nc2ccc(NC(=S)NCCCN3CCC(C)CC3)cc12	91%[activator]	-32%	50µM*	u	-2%	37%[activator]	x	i	7%
O=C(Nc1ccc2c(c1)CCC2)c1ccc(Br)s1	2%	12%	u	-1%	3%	60%[activator]	20%	0%	69%[activator]
COc1ccc(O)c(CN2CCN(C/C=C/c3ccccc3)CC2)c1	-3%	56µM*	u	24%	-2%	-9%	u	-2%	-20%
O=C(Cn1nc(-c2ccc(Cl)cc2)ccc1=O)N1CCN(c2ccccc2)CC1	-10%	u	u	-3%	-4%	4%	u	-5%	-12%
CCN(CC(=O)NC1CCS(=O)(=O)C1)c1nc(-c2cccnc2)nc2ccccc12 (stereo unspecified)	3%	-15%	7%[2.33 µM]	-6%	0%	0%	-2%	-2%	15%
O=C(c1ccc2c(c1)OCO2)C1CCCN(C(=O)c2cnn(Cc3ccccc3)c2)C1 (stereo unspecified)	-1%	-10%	x	14%	-3%	11%	4%	8%	34%
CCc1ccc(NC(=O)N[C@H](C(=O)O)C(C)CC)cc1 (stereo partly specified)	-2%	-5%	-14%	4%	-2%	34%[activator]	-3%	-6%	19%
Cc1ccc(CNC(=O)C23CN(Cc4ccccc4)CC2C(c2ccc([N+](=O)[O-])cc2)=NO3)o1 (stereo unspecified)	-10%	u	u	2%	-2%	u	u	0%	-9%
CCOC(=O)C1C(=O)C=C(C)C(C(=O)OCC)C1c1ccc(OC)cc1 (stereo unspecified)	-1%	-19%	x	6%	-1%	0%	0%	i	22%
CC1CC1C(=O)Nc1ccc(-c2ccccc2)cc1 (stereo unspecified)	-9%	-1%	5%[59 µM]	1%	6%	7%	20%	-5%	32%
NNC(=O)c1cc(-c2ccccc2)sc1N	-3%	u	u	19%	-11%	29%	u	i	19%
COc1ccc(C#Cc2ccc3c(=O)c4ccccc4n(C)c3c2)cc1	0%	19%	u	16%	52%[activator]	-17%	47%[activator][57.1 µM]	-5%	94%[activator]
COC(=O)c1cccc(-n2nnnc2SCC(=O)Nc2nc3c(s2)CCCC3)c1	-8%	-25%	7%[12.7 µM]	6%	26%	-15%	-13%	i	1%
COc1cccc([C@@H]2Nc3ccc(C(=O)O)cc3[C@@H]3C=CC[C@@H]32)c1OC	4%	-4%	u	-25%	-20%	18%	-4%	-4%	27%
c1ccc(-c2cn3c4c(sc3n2)CCCC4)cc1	1%	-11%&-36%	u	-5%&4%	4%&-1%	u	u	-8%	-6%&-17%
CC(=O)c1ccc(NC(=O)CSc2ccc3nnc(-c4ccccn4)n3n2)cc1	-28%	32µM*	89%[activator]	-7%	u	-16%	1%	-5%	46%[activator]
CCOC(=O)C1(Cc2cccc(F)c2)CCN(C(=O)COC)CC1	-1%	2%	6%	4%	-1%	-3%	2%	-5%	19%
O=C(Nc1ccc2c(c1)CCCN2C(=O)c1ccccc1)c1ccccc1	-5%	-8%	17%	-2%	u	9%	-20%	-9%	16%
More results
SMILES	BLM helicase inh	JMJD2A Tudor	G9a inh	GLS inh	Pin1 inh	Pol iota inh	BAZ2B block	Tb PGK inh	HP1b chromo inh
Cc1ccc(C2=Nc3ccccc3N=C(c3ccc([N+](=O)[O-])cc3)C2)c(O)c1	1%	-5%	u	0%	-4%	6%	-6%	-1%	18%
COCCN1C=C2C(=O)C(C)(OC(=O)c3cccs3)C(=O)C=C2C=C1CCCC(=O)OC (stereo unspecified)	-14%[12.4 µM]	-20%	12%[59 µM]	-2%	-17%	u	-21%	2%	18%
COC(=O)CSc1c(-c2ccccc2)c2cc(Cl)ccc2[nH]c1=O	-3%	26%	-3%	-1%	u	16%	-25%	2%	26%
CCOC(=O)N1CCN(Cc2nc3cc(NC(=O)c4cccs4)ccc3n2CC)CC1	0%	-8%	77%[activator]	-3%	-9%	20%	-15%	-5%	46%[activator]
CCOC(=O)N1CCN(S(=O)(=O)c2cn(C)c(=O)n(C)c2=O)CC1	-2%	3%	54%	7%	-9%	22%	-16%	4%	45%[activator]
O=C(Nc1cccc(F)c1)Nc1ccccn1	-2%	-8%	14%[12.7 µM]	3%	-7%	5%	-1%	i	19%
O=C(COc1ccccc1)Nc1cccc(S(=O)(=O)N2CCCC2)c1	x	-15%	u	0%	2%	25%	12%	-3%	9%
CCOc1ccc(NC(=O)C2Cc3ccccc3N2C(=O)c2ccccc2)cc1 (stereo unspecified)	0%	-3%	u	1%	0%	2%	-3%	6%	57%[activator]
Cc1nc2ncnn2c(C)c1CCC(=O)N1CCc2ccccc21	-2%	-3%	-3%[12.7 µM]	-4%	-5%	-1%	1%	-10%	61%[activator]
COc1ccccc1-c1nnc(SC(C)C(=O)N2CCOCC2)o1 (stereo unspecified)	x	-3%	0%[59 µM]	9%	3%	-3%	5%	-3%	16%
COc1ccc(CCn2c(C)cc(C(=O)COC(=O)c3cnccn3)c2C)cc1	-3%	-29%	u	7%	2%	28%	u	-9%	5%
CC(C(=O)Nc1cccc(Br)c1)c1ccc([N+](=O)[O-])cc1 (stereo unspecified)	-13%	-16%	3%[59 µM]	2%	-7%	36%[activator]	5%	-10%	40%[activator]
CC(CCN1CCN(c2ccccn2)CC1)c1ccccc1 (stereo unspecified)	-1%	25µM*	28µM*	13%	-6%	19%	u	3%	u
CCc1ccc(C2CC(c3ccccc3Cl)Nc3nc(N)nn32)cc1 (stereo unspecified)	-4%	-26%	11µM*	14%	-12%	8%	-13%	8%	31%
CC(C)(NO)/C(=N\O)c1ccc(Cl)cc1	-3%	40µM*	10µM*	0%	-6%	-11%	56µM*	i	-8%
COC(=O)c1c(C)[nH]c(C(=O)OCC(=O)NCC(C)C)c1C	-2%	-20%	1%	-2%	-8%	17%	-4%	-2%	18%
O=C(c1ccco1)N1CCN(c2nnc(-c3ccccc3)c3ccccc23)CC1	-1%	-2%	u	9%	-2%	14%	1%	-4%	33%
O=CN1CCN(C(=O)c2ccccc2F)CC1	-3%	-7%	0%[59 µM]	7%	0%	9%	x	-5%	11%
COC(=O)c1cc(Br)c(=O)n(CCN2CCOCC2)c1	-8%	3%	-18%[12.7 µM]	-7%	0%	-6%	7%	-5%	39%
CCOC(=O)CC/C(=N\NC(N)=O)c1ccc(OC)c(Cl)c1	x	-14%	60%[activator][2.33 µM]	3%	-15%	8%	4%	2%	36%
CCOC(=O)c1ccc(Nc2c(-c3ccc(O)c(OC)c3)nc3nc[nH]n23)cc1	-4%	u	u	2%	2%	13%	-26%	0%	7%
Cc1c(C(=O)O)sc2nc(/C=C/c3ccccc3OC(F)F)[nH]c(=O)c12	-10%	16µM*	u	-5%	u	u	71µM*	-16%	u
Cc1ccc2nc(C)c(C(=O)NN=C3CCCCCC3)n2c1	5%	-4%	-12%	21%	3%	-9%	-12%	0%	22%
CC1CCN(S(=O)(=O)c2ccc3c(c2)CC(C)N3C(=O)C2CCC2)CC1 (stereo unspecified)	-4%	5%	-8%	18%	0%	17%	-16%	-7%	15%[57 µM]
CC(CCc1ccccc1)NC(=O)c1cccs1 (stereo unspecified)	-7%	-1%	4%[0.501 µM]	3%	-2%	-16%	4%	-10%[11.5 µM]	11%
CCOC(=O)C1CCN(CC(=O)c2ccc(O)c(C)c2O)CC1	-2%	-16%	u	-22%	5%	u	-20%	-6%	3%[57 µM]
COc1ccc(NS(=O)(=O)c2c(C)[nH]c(=O)[nH]c2=O)cc1OC	-3%	-24%	5%	16%	7%	-18%	-18%	x	8%

One compound at a time, from the list above. Screens in order: BLM helicase inh | JMJD2A Tudor | G9a inh | GLS inh | Pin1 inh | Pol iota inh | BAZ2B block | Tb PGK inh | HP1b chromo inh
COc1ccc(NS(=O)(=O)c2c(C)[nH]c(=O)[nH]c2=O)cc1OC across the screens: -3% | -24% | 5% | 16% | 7% | -18% | -18% | x | 8%
CCOC(=O)N1CCN(Cc2nc3cc(NC(=O)c4cccs4)ccc3n2CC)CC1 across the screens: 0% | -8% | 77%[activator] | -3% | -9% | 20% | -15% | -5% | 46%[activator]
CC(C(=O)Nc1cccc(Br)c1)c1ccc([N+](=O)[O-])cc1 (stereo unspecified) across the screens: -13% | -16% | 3%[59 µM] | 2% | -7% | 36%[activator] | 5% | -10% | 40%[activator]

Screening data: PubChem, National Center for Advancing Translational Sciences (NCATS)
